High-throughput results from PubChem BioAssay.
Avidin fluor: avidin bead compound fluorescence profile. Avidin beads, compound fluorescence 488/530 nm, flow cytometry; hits give high values. fluorescence (KMESF) at 10 µM. 220,000 tested, 0.38% active. AID 1775; in the data active means fluorescence above about 47; further: inactives centre near 10
RGS7-Gao: modulates binding of RGS7 to human Galphao | 220,000 tested, 0.35% active | binding response (% of control), % at 10 µM | P09471 | Multiplexed bead flow cytometry; actives lie on both sides; in the data active means binding response below about 49% or above about 150%; inconclusive means no clear call, values can overlap the other calls; inactive means in between;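 further: fluorescent Galphao held in activated GDP-AlF4 state binding bead-coupled RGS7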
Bim-Bcl-B: human Bim-Bcl-B interaction inhibition; Q9HD36; bead-based flow cytometry, Bim peptide-Bcl-B binding; inhibition, % at 10 µM; 190,000 tested, 0.073% active; AID 951;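 further: 0% = tracer peptide without compound and 100% = reference inhibitor peptide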
Bim-Bcl-2: inhibitors of Bim-Bcl-2 interaction, human; Bead-based flow cytometry, Bim peptide-Bcl-2 binding; inhibition, % at 10 µM; 190,000 tested, 0.06% active; AID 950; in the data active means inhibition above about 40%; inconclusive means no clear call, values can overlap the other calls;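 further: 0% = no compound wells with probe peptide and 100% = reference peptide inhibitor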
ABCB1 inh: inhibitors of human ABCB1 transporter, ABCG2 counter-screen; P08183; CCRF-Adr cells, JC-1 efflux, flow cytometry; inhibition, % at 6.6 µM; 190,000 tested, 0.067% active; in the data active means inhibition above about 40%;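 further: 0% = vehicle and 100% = reference inhibitor; higher value means more JC-1 retained so stronger ABCB1 efflux block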
Target sequence (P08183 whole entry, looked up): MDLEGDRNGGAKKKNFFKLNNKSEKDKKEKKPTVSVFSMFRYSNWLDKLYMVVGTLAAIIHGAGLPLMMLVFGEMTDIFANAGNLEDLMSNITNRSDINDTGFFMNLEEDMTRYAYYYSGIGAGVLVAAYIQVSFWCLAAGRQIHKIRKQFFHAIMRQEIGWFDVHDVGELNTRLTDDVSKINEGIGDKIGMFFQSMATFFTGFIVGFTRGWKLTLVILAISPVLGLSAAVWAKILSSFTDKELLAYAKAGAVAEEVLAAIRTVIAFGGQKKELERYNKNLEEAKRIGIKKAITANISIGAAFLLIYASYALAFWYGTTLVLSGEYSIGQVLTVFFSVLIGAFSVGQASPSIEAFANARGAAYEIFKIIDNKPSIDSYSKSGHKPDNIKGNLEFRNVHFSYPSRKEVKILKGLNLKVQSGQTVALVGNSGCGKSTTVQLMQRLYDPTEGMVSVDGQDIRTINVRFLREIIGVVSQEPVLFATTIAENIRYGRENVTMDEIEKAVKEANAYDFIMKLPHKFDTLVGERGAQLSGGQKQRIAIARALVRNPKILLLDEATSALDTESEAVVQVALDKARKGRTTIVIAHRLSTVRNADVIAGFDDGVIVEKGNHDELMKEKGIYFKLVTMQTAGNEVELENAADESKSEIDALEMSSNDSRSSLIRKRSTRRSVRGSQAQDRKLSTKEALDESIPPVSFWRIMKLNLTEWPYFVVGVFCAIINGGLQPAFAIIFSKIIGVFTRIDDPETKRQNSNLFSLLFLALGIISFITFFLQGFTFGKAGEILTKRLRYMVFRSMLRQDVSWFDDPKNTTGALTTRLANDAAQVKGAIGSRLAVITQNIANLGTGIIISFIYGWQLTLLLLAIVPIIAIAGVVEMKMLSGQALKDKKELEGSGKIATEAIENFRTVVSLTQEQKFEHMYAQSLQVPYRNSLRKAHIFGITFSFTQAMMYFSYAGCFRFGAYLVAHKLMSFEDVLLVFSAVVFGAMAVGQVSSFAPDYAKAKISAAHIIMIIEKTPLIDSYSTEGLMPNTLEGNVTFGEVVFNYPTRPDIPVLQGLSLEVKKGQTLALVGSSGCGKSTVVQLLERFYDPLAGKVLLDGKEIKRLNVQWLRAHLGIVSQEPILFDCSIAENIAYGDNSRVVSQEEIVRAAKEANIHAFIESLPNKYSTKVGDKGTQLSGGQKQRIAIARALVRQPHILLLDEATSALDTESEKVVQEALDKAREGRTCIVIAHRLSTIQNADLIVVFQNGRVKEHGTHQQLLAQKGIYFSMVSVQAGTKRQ
Bcl-XL Bim block: human Bim-Bcl-XL interaction inhibition; Bim peptide-Bcl-XL binding, bead flow cytometry, fluorescence; 190,000 tested, 0.04% active; inhibition, % at 10 µM; Q07817; AID 1007
Bcl-W Bim block: human Bim-Bcl-W interaction inhibition; inhibition, % at 10 µM; Q92843; 190,000 tested, 0.02% active; bead-based flow cytometry, Bim peptide-Bcl-W binding; AID 952;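 further: 0% = bound tracer without compound and 100% = peptide blocker; higher means less fluorescent Bim peptide bound to Bcl-W beads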
Bfl-1 Bim block: human Bim-Bfl-1 interaction inhibition; Bead-based flow cytometry, Bim-Bfl-1 binding inhibition; AID 1008; inhibition, % at 10 µM; 190,000 tested, 0.12% active;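 further: 0% = wells without compound plus tracer and 100% = blocker peptide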
ABCG2 inh: blocks JC-1 efflux by human ABCG2 transporter; Q9UNQ0; inhibition, % at 6.6 µM; 190,000 tested, 0.1% active; IgMXP3 cells, flow cytometry;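 active means inhibition above 80%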;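 further: 0% = DMSO and 100% = nicardipine control wells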
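Read-out basis: Efflux inhibition in percent versus controls | Test system: ABCG2 IgMXP3 and barcoded ABCB1 CCRF-Adr cell mix | Quantity: 3 million cells/mL in well | Schedule: 10 min at 25 °C | Control set: Nicardipine as high control, DMSO as low control | Reagent: JC-1 as fluorescent efflux pump substrate | Signal: Flow cytometry of retained JC-1 fluorescence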
RGS4-Gao reg: human RGS4-Galphao interaction regulation | AID 1415 | binding response (% of control), % at 10 µM | 220,000 tested, 0.33% active | Multiplexed bead flow cytometry, RGS4-Galphao binding; actives lie on both sides; in the data active means binding response below about 49% or above about 150%; inactive means in between;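 further: fluorescent Galphao activated with aluminum fluoride binding bead-coupled RGS4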
GSH fluor: GSH bead compound fluorescence profile. GSH beads flow cytometry, compound fluorescence 488/530 nm; hits give high values. fluorescence (KMESF) at 10 µM. 190,000 tested, 0.25% active. AID 1776; in the data active means fluorescence above about 89;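 further: glutathione beads carrying GST-tagged Bcl family fusion proteins plus one bare bead set; values are compound well signal with DMSO vehicle wells as background; inactives centre near 16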
Numbers without * were called inactive; ? = inconclusive. Unless noted, no stated cut-off is given here; in the data, active means inhibition above about 40%.

SMILES | Avidin fluor | RGS7-Gao | Bim-Bcl-B | Bim-Bcl-2 | ABCB1 inh | Bcl-XL Bim block | Bcl-W Bim block | Bfl-1 Bim block | ABCG2 inh | RGS4-Gao reg | GSH fluor
CN(C)c1ccnc2sc(C(=O)c3ccc(Br)cc3)c(N)c12 | 11 | 98.0 | -1.0 | -2.0 | 1.2 | -1.0 | -3.0 | 2.0 | 10.3 | 98.8 | 9
CC(=O)c1ccc(NC(=S)Nc2cccc(Cl)c2C)cc1 | 10 | 102.7 | -6.0 | -6.0 | -0.1 | -2.0 | -5.0 | -9.0 | 0.7 | 99.5 | 22
O=C(C1CCCCN1S(=O)(=O)c1ccccc1[N+](=O)[O-])N1CCCCC1 (stereo unspecified) | 21 | 99.5 | 0.0 | 0.0 | 2.2 | 0.0 | 0.0 | -3.0 | 10.3 | 98.9 | 10
CCCOc1ccc(C(=O)NC(=S)Nc2nc3ccc(C)cc3s2)cc1 | 31 | 99.5 | -1.0 | 0.0 | 0.1 | -2.0 | -2.0 | -4.0 | 0.9 | 99.4 | 8
CC(=O)OC12CC3CC(C1)C(=NO)C(C3)C2 | 5 | 104.0 | -8.0 | -8.0 | 0.8 | -11.0 | 1.0 | -12.0 | 1.6 | 108.4 | 34
CC(=O)Nc1ccc(S(=O)(=O)NCC2CCC(C(=O)N3CCCCCC3)CC2)cc1 (stereo unspecified) | 6 | 96.0 | 3.0 | -1.0 | 0.1 | 0.0 | 2.0 | 1.0 | 2.4 | 102.7 | 16
CCOC(=O)c1cc(C(=O)c2ccccc2O)cn2c(=O)c3c(C)c(C)sc3nc12 | 9 | ? | -22.0 | 15.0 | -0.2 | -6.0 | -5.0 | 31.0 | 0.1 | 96.6 | 13
COCCOC(=O)/C=C1/NC(=O)CS1 | 11 | 94.8 | 0.0 | -2.0 | 1.3 | -1.0 | -2.0 | -4.0 | 3.2 | 93.0 | 23
Cc1cc2cc(CCNC(=O)c3cccs3)c(=O)[nH]c2cc1C | 6 | 99.5 | -9.0 | -2.0 | 1.1 | -7.0 | -7.0 | -3.0 | 9.0 | 102.7 | 16
O=C(c1ccc(F)cc1)N1CCCC(c2ccccc2)C1 (stereo unspecified) | 20 | 102.7 | 1.0 | -1.0 | 0.5 | -3.0 | 1.0 | -6.0 | 1.5 | 103.2 | 10

One compound at a time (already shown). Screens in order: Avidin fluor, RGS7-Gao, Bim-Bcl-B, Bim-Bcl-2, ABCB1 inh, Bcl-XL Bim block, Bcl-W Bim block, Bfl-1 Bim block, ABCG2 inh, RGS4-Gao reg, GSH fluor
O=C(C1CCCCN1S(=O)(=O)c1ccccc1[N+](=O)[O-])N1CCCCC1 (stereo unspecified) as listed: 21, 99.5, 0.0, 0.0, 2.2, 0.0, 0.0, -3.0, 10.3, 98.9, 10
CN(C)c1ccnc2sc(C(=O)c3ccc(Br)cc3)c(N)c12 as listed: 11, 98.0, -1.0, -2.0, 1.2, -1.0, -3.0, 2.0, 10.3, 98.8, 9

Next part:
SMILES | Avidin fluor | RGS7-Gao | Bim-Bcl-B | Bim-Bcl-2 | ABCB1 inh | Bcl-XL Bim block | Bcl-W Bim block | Bfl-1 Bim block | ABCG2 inh | RGS4-Gao reg | GSH fluor
CN(C)/C=N/c1ncc(C(=O)c2ccc(-c3ccccc3)cc2)s1 | 10 | 96.1 | -11.0 | -2.0 | -0.2 | -7.0 | -6.0 | -4.0 | 1.1 | 99.8 | 15
CCS(=O)CCSc1nc2ccccc2s1 (stereo unspecified) | 38 | 101.7 | -1.0 | 0.0 | 0.0 | 0.0 | -2.0 | 0.0 | 0.2 | 97.8 | 18
CC(=O)Oc1ccc(C(=O)Nc2cccc(C(=O)c3cccc(NC(=O)c4ccc(OC(C)=O)cc4)c3)c2)cc1 | 3 | 94.5 | -192.0 | -94.0 | 0.7 | -69.0 | -50.0 | 0.0 | 1.4 | 120.6 | 44
Cc1cccc(NC(=O)c2nc[nH]c2C(=O)Nc2ccccc2[N+](=O)[O-])c1 | 12 | 99.7 | -6.0 | -3.0 | -1.0 | -4.0 | -2.0 | -3.0 | -3.9 | 99.9 | 9
Cc1c(/C(O)=C2\C(=O)C(=O)N(CCN(C)C)C2c2cccs2)cnn1-c1ccccc1 (stereo unspecified) | 22 | 94.5 | -2.0 | -2.0 | -0.1 | 0.0 | -2.0 | -3.0 | 0.4 | 98.9 | 10
Clc1cc(Cl)cc(CSc2nnc(-c3sccc3-n3cccc3)o2)c1 | 5 | 84.0 | 7.0 | 4.0 | 3.5 | 12.0 | 9.0 | 6.0 | 1.9 | 89.5 | 14
CC(C)c1nc2cc3ccccc3cc2[nH]1 | 10 | 94.6 | -1.0 | -1.0 | 0.0 | -7.0 | 3.0 | -10.0 | -0.1 | 92.6 | 8
Cc1cc(C)nc(NCCC(=O)O)n1 | 10 | 96.8 | -2.0 | -3.0 | 0.4 | 0.0 | 1.0 | -8.0 | 3.5 | 99.3 | 15
COC1OC(CO)C(O)C(O)C1O (stereo unspecified) | 12 | 101.3 | -3.0 | 0.0 | 1.1 | 1.0 | 3.0 | -2.0 | -1.4 | 89.4 | 14
Cc1ccc(-n2[nH]c(C)c(CCC#N)c2=O)cc1 | 8 | 105.6 | -3.0 | -1.0 | 0.1 | -2.0 | 0.0 | -1.0 | -0.3 | 107.7 | 10
C=C(C)Cn1cnc2cc(C)c(C)cc21 | 3 | 102.6 | -1.0 | -2.0 | -0.2 | -3.0 | -3.0 | -6.0 | -0.4 | 96.0 | 11
O=C(CCC(=O)NNC(=O)Cc1ccccc1)NCc1ccccc1 | 12 | 96.0 | -4.0 | -1.0 | 1.8 | -5.0 | -1.0 | -8.0 | 9.9 | 99.7 | 12
O=C(Nc1ccc(Cl)cc1)Nc1ccc(S(=O)(=O)Nc2ncccn2)cc1 | 7 | 101.2 | -2.0 | -4.0 | 0.3 | 0.0 | 0.0 | -2.0 | 12.6 | 101.7 | 16
COc1ccc(Nc2nc(-c3c[nH]c4ccccc34)cs2)cc1 | 8 | 91.0 | -4.0 | 3.0 | -1.1 | -3.0 | -2.0 | 6.0 | -5.5 | 91.6 | 9
COc1ccc(S(=O)(=O)N(CC(=O)N/N=C/c2cccs2)c2cc(C)cc(C)c2)cc1OC | 13 | 101.7 | -6.0 | -8.0 | 1.6 | 0.0 | 1.0 | -12.0 | 3.4 | 100.7 | 35
Cc1ccccc1C(=O)N(Cc1nc2ccccc2c(=O)[nH]1)C1CCCC1 | 21 | 99.4 | 0.0 | 1.0 | 1.4 | 0.0 | 0.0 | -1.0 | 1.6 | 100.6 | 11
CCOc1ccc(OCC)c(S(=O)(=O)N2CCC(C)CC2)c1 | 8 | 97.9 | -2.0 | 0.0 | 0.8 | 0.0 | -2.0 | -4.0 | 2.2 | 98.2 | 55
O=C1CCCC(O)=C1Sc1ccccc1C(=O)O | 9 | ? | 0.0 | 0.0 | -0.3 | 0.0 | -1.0 | -4.0 | -1.6 | 102.5 | 11
CN(C)S(=O)(=O)c1cccc(C(=O)Nc2cc(Cl)ccc2O)c1 | 21 | 99.4 | -9.0 | -8.0 | -0.2 | -5.0 | -1.0 | -16.0 | -1.0 | 101.0 | 29
COc1ccc(NC(=O)CSc2nnc(Cn3c(=O)sc4ccccc43)n2C)c(OC)c1 | 23 | 102.7 | -15.0 | -7.0 | 2.1 | -8.0 | -7.0 | -7.0 | 5.1 | 102.4 | 15
S=c1nc[nH]c2c1[nH]c1ccccc12 | 34 | 106.6 | -15.0 | 3.0 | 0.8 | -3.0 | 1.0 | 7.0 | 4.1 | 105.1 | 16
CCC1CCCCN1CC(=O)Nc1cc(OC)c(OC)cc1C#N (stereo unspecified) | 10 | 98.0 | -2.0 | -2.0 | 0.4 | -1.0 | 0.0 | -3.0 | 2.4 | 103.5 | 14
Cc1cnc(NC(=O)CSc2nc3ccccc3s2)s1 | 11 | 107.8 | -7.0 | -8.0 | 0.5 | -4.0 | -4.0 | -7.0 | 6.1 | 103.1 | 16
Cn1c(=O)c2c(nc(CO)n2C)n(C)c1=O | 17 | 100.4 | -3.0 | -6.0 | 0.2 | 0.0 | -2.0 | -5.0 | 5.2 | 96.2 | 8
COCCNC(=O)c1cc(C)ccc1C | 9 | 89.5 | -4.0 | -7.0 | -0.5 | -1.0 | -4.0 | -4.0 | 2.2 | 98.2 | 19
CC(C)C1=NN(C(=O)c2cccnc2)C(O)(C(F)(F)F)C1 (stereo unspecified) | 10 | 97.7 | -1.0 | 1.0 | -0.1 | 0.0 | -1.0 | -4.0 | -0.3 | 103.0 | 25
O=C(NNC1=NCCC1)C1CC1 | 10 | 105.2 | -2.0 | 0.0 | 1.2 | -3.0 | -2.0 | -2.0 | 0.9 | 108.4 | 14
CC(=O)O[C@]1(C(C)=O)CC[C@H]2[C@@H]3C=C(Cl)C4=CC(=O)CC[C@]4(C)[C@H]3CC[C@@]21C | 7 | 99.4 | -3.0 | 2.0 | 6.1 | 0.0 | 0.0 | 1.0 | 32.9 | 97.4 | 23
O=C1CCC/C(=N\NC(=O)COc2ccc(Cl)cc2)C1 | 12 | ? | 1.0 | 1.0 | 1.0 | 2.0 | 2.0 | -2.0 | 9.3 | 100.1 | 11
CC(C(=O)N1CCCCC1)n1ncn2cccc2c1=O (stereo unspecified) | 24 | 102.6 | -7.0 | -7.0 | -0.1 | -7.0 | 3.0 | -4.0 | -0.2 | 101.8 | 12
C=CCN1C(=O)[C@]2(c3ccccc31)C1CCCC=C1C(C#N)=C(N)C2(C#N)C#N (stereo partly specified) | 37 | 99.3 | -1.0 | 0.0 | 0.3 | 0.0 | 0.0 | -1.0 | 1.4 | 95.9 | 26
O=C(CSc1nc2sc3c(c2c(=O)n1-c1ccccc1)CCCC3)NCc1ccco1 | 6 | 96.5 | 0.0 | -4.0 | 1.9 | -3.0 | 1.0 | -5.0 | 4.9 | 97.4 | 19
COC(=O)c1ccccc1C(=O)c1ccc2c(c1)NC(=O)CO2 | 7 | ? | -1.0 | -2.0 | -0.3 | -2.0 | 0.0 | -3.0 | 0.1 | 99.1 | 14
COC(=O)c1ccc(N2CCCCC2)c(N)c1 | 19 | 104.1 | -2.0 | -4.0 | 0.0 | -7.0 | -3.0 | -6.0 | 2.6 | 100.5 | 11
Cc1nnc(SCc2cc(=O)oc3ccc4ccccc4c23)n1Cc1ccccc1 | 13 | 105.2 | -12.0 | -9.0 | 0.1 | -7.0 | -5.0 | -7.0 | 0.4 | 96.7 | 12
CCOc1ccc(Nc2oc(-c3ccc(Cl)cc3)nc2C#N)cc1 | 12 | 102.7 | 0.0 | 0.0 | 0.4 | 2.0 | 1.0 | 0.0 | 3.6 | 100.9 | 15
CCOC(=O)c1cnc(SCC(=O)Nc2ccc(NC(=O)CC)c(OC)c2)nc1N | 29 | 101.3 | 0.0 | 0.0 | 0.1 | 0.0 | 0.0 | -1.0 | -0.1 | 102.7 | 16
COc1ccc(C2CC(c3ccc(Br)cc3)=NN2C(=S)Nc2ccccc2)cc1 (stereo unspecified) | 7 | 99.8 | -13.0 | 1.0 | -0.5 | 0.0 | 0.0 | 2.0 | -1.9 | 97.2 | 28
